Source: PubChem BioAssay
PI5P4K alpha inh: qHTS for Inhibitors of phosphatidylinositol 5-phosphate 4-kinase (PI5P4K) | Phosphatidylinositol 5-phosphate 4-kinase type-2 alpha (Homo sapiens), P48426 | PI5P4Kalpha enzyme, ADP-Glo luminescence, 60 min; hits give low values | max response, % | 330,000 compounds, 1.2% hits; active = max response of -50% or lower; inconclusive = between -30% and -50%; inactive = -30% or higher; note: value at the top dose of about 77 µM; % is set by controls: 0 for no effect and ±100 for the full control effect
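Reactions run in 0.038 M HEPES pH 7.4, 0.28 mM EGTA, 0.1% CHAPS and 5% DMSO, with PI5P4Kalpha, substrate, compound and 5 microM ATP final, one hour at room temperature. Readout is ADP-Glo luminescence.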
Abeta rescue: qHTS for compounds that reverse cellular toxicity of Amyloid beta (A-beta) peptide in yeast: Primary Screen | 410,000 compounds, 0.063% hits | yeast expressing A-beta42, growth rescue, OD600, 48 h; response scale: 0% DMSO, 100% iron-clioquinol control | Potency, µM (series often up to 46.1 µM), without a hit: at the highest dose growth rescue, usual class: activators; note: potency is the fitted concentration of half-maximal effect; nearly all actives have a fitted effect of over 55% in size
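Yeast A-beta toxicity model in growth medium with pinned compounds, 48 h at 30 C; growth read as absorbance at 600 nm. Normalized to FeCl3/clioquinol equimolar mix (positive) and DMSO (negative).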
FUS suppressor: qHTS for Suppressors of FUS Proteinopathy: Primary screen using FUS-linked yeast assay. S. cerevisiae FUS-expressing, growth rescue, OD600, 24 h. Potency, µM (top dose mostly 76.6 µM), for the others: top-dose growth rescue (activation), most hits filed as activators. 390,000 compounds, 0.24% hits;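 note: potency is the fitted concentration of half-maximal effect; plate controls were DMSO vehicle for no effect and reference control for full effect; nearly all actives have a fitted effect of over 55% in size; some results filed as inactive show a strong effect at the top dose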
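Yeast FUS proteinopathy model; galactose-induced FUS (2%), starting OD 0.005. Cpds in dilution series, 24hr, 30C, 99% humidity. Abs 600 nm growth. Pos ctrl CP55940 (top 92uM final); neg ctrl DMSO.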
EPAC1 ag: qHTS for Agonist of cAMP-regulated guanine nucleotide exchange factor 3 (EPAC1): primary screen | Potency, µM (titrated, usually from 154 µM), inactives show at the top dose activation, actives largely listed as activators | Rap guanine nucleotide exchange factor 3 (Homo sapiens), O95398 | 360,000 compounds, 0.073% hits | EPAC1 agonist qHTS, biochemical assay; response scale: 100% = response to 6.5 mM cAMP; note: potency is the fitted concentration of half-maximal effect; nearly all actives have a fitted effect of over 60% in size
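Normalized to 6.5 mM cAMP, activity reflects EPAC1-catalysed release of BODIPY-GDP from Rap1B, followed kinetically over 30 min at 480 nm excitation, 540 nm emission. Reaction contained 100 nM EPAC1, 250 nM Rap1B-BODIPY-GDP, 50 uM GDP.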
IL2 activator: qHTS of IL-2 Activators | activation, % (series mostly up to about 46 µM) | 360,000 compounds, 0.065% hits | AID 652025, 2013 | IL-2 activation reporter assay, cell-based qHTS; stimulated with anti-CD3/CD4/CD28 beads; in transgenic mouse T cells; in the data active = activation above about 50%; inconclusive = mostly about 30% to 49%; note: 0% is about no effect
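Using fluorescent plate cytometry, EGFP and DsRed are detected in transgenic mouse T cells stimulated 18 h at 37 degrees C with antibody-coated beads after 60 min compound pretreatment.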
WRN inhibitor: qHTS for Inhibitors of WRN Helicase. Bifunctional 3'-5' exonuclease/ATP-dependent helicase WRN (Homo sapiens), Q14191. WRN helicase unwinding, fluorescent forked duplex, kinetic. Potency, µM (top dose mostly 114 µM), without a hit: at the top dose activity change, negative = inhibition, usual class: inhibitors. 360,000 compounds, 0.46% hits. AID 651768, 2012; note: potency is the fitted concentration of half-maximal effect; % is set by controls: 0 for no effect and ±100 for the full control effect; nearly all actives have a fitted effect of over 55% in size
Target sequence (Q14191 whole entry, looked up): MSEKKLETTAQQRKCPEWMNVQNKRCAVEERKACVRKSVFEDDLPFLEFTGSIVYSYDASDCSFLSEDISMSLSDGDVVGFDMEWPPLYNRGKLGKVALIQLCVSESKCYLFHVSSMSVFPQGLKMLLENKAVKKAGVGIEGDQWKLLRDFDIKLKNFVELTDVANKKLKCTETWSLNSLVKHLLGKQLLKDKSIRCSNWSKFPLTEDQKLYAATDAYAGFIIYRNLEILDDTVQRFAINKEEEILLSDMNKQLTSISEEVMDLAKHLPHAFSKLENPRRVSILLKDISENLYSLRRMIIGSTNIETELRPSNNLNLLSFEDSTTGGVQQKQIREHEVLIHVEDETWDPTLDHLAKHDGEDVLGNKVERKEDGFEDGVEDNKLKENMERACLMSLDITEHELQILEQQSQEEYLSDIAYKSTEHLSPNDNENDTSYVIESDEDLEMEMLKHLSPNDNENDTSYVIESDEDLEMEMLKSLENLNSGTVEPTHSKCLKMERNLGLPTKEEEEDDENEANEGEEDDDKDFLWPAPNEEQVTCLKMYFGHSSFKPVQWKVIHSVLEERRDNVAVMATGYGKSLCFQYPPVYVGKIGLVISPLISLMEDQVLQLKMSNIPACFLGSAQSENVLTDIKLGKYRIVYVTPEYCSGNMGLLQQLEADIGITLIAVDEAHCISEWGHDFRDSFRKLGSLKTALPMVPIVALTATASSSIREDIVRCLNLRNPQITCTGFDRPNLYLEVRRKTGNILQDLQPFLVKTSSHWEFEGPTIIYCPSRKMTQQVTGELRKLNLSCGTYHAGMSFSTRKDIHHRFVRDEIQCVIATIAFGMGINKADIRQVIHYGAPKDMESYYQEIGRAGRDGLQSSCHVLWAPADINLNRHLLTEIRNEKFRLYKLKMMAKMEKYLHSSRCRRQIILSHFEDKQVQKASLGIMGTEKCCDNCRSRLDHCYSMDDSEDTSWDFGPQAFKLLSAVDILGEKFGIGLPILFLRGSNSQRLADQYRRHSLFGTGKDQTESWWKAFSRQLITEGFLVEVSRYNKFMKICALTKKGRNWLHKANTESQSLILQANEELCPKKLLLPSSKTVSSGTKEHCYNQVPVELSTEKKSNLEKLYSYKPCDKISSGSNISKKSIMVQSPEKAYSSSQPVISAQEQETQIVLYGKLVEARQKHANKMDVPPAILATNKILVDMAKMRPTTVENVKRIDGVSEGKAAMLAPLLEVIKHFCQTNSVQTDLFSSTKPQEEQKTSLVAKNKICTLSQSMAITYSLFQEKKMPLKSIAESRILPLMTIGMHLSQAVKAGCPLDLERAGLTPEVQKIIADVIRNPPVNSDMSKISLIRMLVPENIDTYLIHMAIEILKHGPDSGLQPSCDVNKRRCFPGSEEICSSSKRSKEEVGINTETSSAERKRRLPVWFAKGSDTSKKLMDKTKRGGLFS
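Primary qHTS, 1536-well format. 20 nM WRN + compound, 15 min RT; start with 100 nM forked fluorophore/quencher duplex, 2 mM ATP (final); kinetic read ex 525/em 598 nm.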
EPAC1 antagonist: qHTS for Antagonist of cAMP-regulated guanine nucleotide exchange factor 3 (EPAC1): primary screen; Potency, µM (titrated, usually from 115 µM), without a hit: top-dose activity change, negative = inhibition, most hits filed as inhibitors; EPAC1 GEF assay, Rap1b-BODIPY-GDP exchange fluorescence; 360,000 compounds, 0.14% hits; AID 720709, 2013; Rap guanine nucleotide exchange factor 3 (Homo sapiens), O95398;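 note: potency is the fitted concentration of half-maximal effect; plate controls were vehicle for no effect and positive control for full effect; nearly all actives have a fitted effect of over 50% in size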
PLK1 PBD block: qHTS for Inhibitors of PLK1-PDB (polo-like kinase 1 - polo-box domain): Primary Screen; AID 720504, 2013; 360,000 compounds, 2.8% hits; Potency, µM, without a hit: max response, negative = inhibition, most hits filed as inhibitors; Plk1 PBD binding of FITC phosphopeptide, fluorescence polarization; Serine/threonine-protein kinase PLK1 (Homo sapiens), P53350; note: potency is the fitted concentration of half-maximal effect; series mostly up to about 57 µM; % is set by controls: 0 for no effect and ±100 for the full control effect; nearly all actives have a fitted effect of over 65% in size
* marks the source's active call; other numbers are inactive results; ? = inconclusive; . = no result given; [ ] = dose if it differs, or a comment. Unless noted, calls come from the whole dose curve; as a rule, active = well fitted curve in the direction sought with a large enough effect; inconclusive = small, poorly fitted or top-dose-only effect, or another doubt; inactive = no such curve, though single readings can be large; an effect the other way counts as inactive or inconclusive.

SMILES	PI5P4K alpha inh	Abeta rescue	FUS suppressor	EPAC1 ag	IL2 activator	WRN inhibitor	EPAC1 antagonist	PLK1 PBD block
CC(C)N1CCC(N2CCN(Cc3cnc(-c4ccccc4)s3)CC2CCO)CC1 (centres undefined)	3	-23%	-2%	4%	-0.3	-1%	0%	-2%
c1ccc(-c2ccc(-c3csnn3)cc2)cc1	-6	-3%	-23%	8%	0.2	4%	-6%	-7%
CCOC(=O)[C@H]1[C@H]2COc3ccc(C)cc3[C@@H]2N2C(=O)CN(Cc3ccc(Cl)cc3)C(=O)[C@@]12C	0	-1%	-11%	4%	0.0	-2%	-29%	3%
CCOC(=O)c1cnc2c(C(F)(F)F)cccc2c1N1CCOCC1	3	-2%[9.22 µM]	-22%	5%	-3.0	-18%	-2%	-4%
N#C/C(=C(/O)COc1ccccc1)c1nnc2n1CCCCC2	0	9%	4%	5%	-2.8	4%	-6%	-5%
CC(=O)c1c(N=CN(C)C)nc(C)nc1-c1ccccc1	-9	-9%	22%	9%	-0.7	0%	15%	-10%
Cc1cccc(C(=O)Nc2cccc(C(=O)N/N=C/c3ccccn3)c2)c1	-4	-8%	-8%	4%	0.1	-2%	-6%	-20%
Cc1cc(=O)n2[nH]c(SCc3ccccc3Cl)nc2n1	6	-2%	1%	1%	0.1	4%	-1%	-10%
Cc1ccc(SCC(=O)OCC(=O)N(CC(C)C)C2CCS(=O)(=O)C2)cc1C (centres undefined)	1	8%	21%	-5%	1.5	5%	4%	-5%
O=C(NCc1ccc2c(c1)OCO2)C1CCN(c2ncccn2)CC1	.	-10%	16%	-7%	-0.8	8%	8%	1%
Cc1ccccc1CN1CCCOCCS1(=O)=O	-1	1%	-8%	8%	-1.4	2%	6%	-9%
CCCCCCCN1CCC(=O)N([C@H](CO)Cc2ccccc2)CC1	-2	-8%	-9%	-11%	-3.5	7%	-10%	-8%
CCN(CC)CCCNC(=O)c1cc(-c2ccc(Cl)c(Cl)c2)on1	.	5%	-20%	9%	-1.8	17%	0%	-7%
CC[C@]12c3[nH]c4ccc(OC)cc4c3CCN1C(=O)C(CC(=O)NCCCOC)C[C@@H]2C(=O)N1CCN(C(=O)c2ccco2)CC1 (some centres undefined)	-1	9%	9%	1%	-0.4	-1%	-12%	-6%
COc1ccc2[nH]c(=O)c(CN(C(C)=O)c3ccc(C)cc3C)cc2c1	-4	-2%	10%	1%	-0.6	4%	-14%	5%
O=C1CC(N2CCN(c3cccc(C(F)(F)F)c3)CC2)C(=O)N1c1ccccc1F (centres undefined)	1	?	22%	-7%	0.2	1%	1%	0%
O=C(Nc1sc2c(c1C(=O)O)CCCCC2)c1cccnc1	-1	-7%	-12%	4%	-1.0	1%	?	-23%
CCOC(=O)c1sc2ncnc(Nc3cccc(C(=O)O)c3)c2c1C	-17	0%	-20%	-4%	1.9	6%	-13%	5%
CC(C)Oc1ccc(CNCC2(O)CCOC(C)(C)C2)cc1 (centres undefined)	-2	1%	-5%	1%	1.5	-17%	-1%	30µM*
O=C(N/N=C/c1ccc(OC(=O)c2cccs2)cc1)c1cccc(F)c1	.	1%	24%	-1%	-0.8	-18%	-11%	-2%
O=C(Nc1ccc(S(=O)(=O)NCc2ccccc2)cc1)c1ccc(Br)o1	-1	-9%	5%	-4%	-0.6	-2%	14%	-1%
O=S(=O)(c1ccc(S(=O)(=O)N2CCN(C3CCCCC3)CC2)cc1)N1CCCCCC1	.	12%	7%	5%	-2.9	-5%	13%	-4%
CCOc1ccccc1/C=N\Nc1cnn(Cc2ccccc2)c(=O)c1Cl	-10	20%	24%	12%	0.1	1%	4%	-10%
C=CCSc1nnc(NC(=O)c2cccc(S(=O)(=O)N3CCOCC3)c2)s1	.	19%	28%	-4%	-1.1	-2%	9%	0%
CC1CCCC(C)N1CCCNC(=O)CCn1c(=O)c2cccn2c2cccnc21 (centres undefined)	3	-5%	-1%	9%	-1.5	-4%	21%	-8%
Cc1ccc(/C=C/C(=O)N2CCc3ccccc3C2)cc1	2	20%	-10%	9%	5.0	-30%	-5%	-13%
CCN(CC)c1ccc(NC(=O)COc2ccc(-n3cnnn3)cc2)cc1	0	1%	-4%	0%	-0.7	-3%	-6%	1%
CCOC(=O)N1CCC(c2cc(=O)n3[nH]cc(C(=O)OC)c3n2)CC1	1	-4%	-3%	-24%	-2.4	1%	-9%	-14%
CC(C)/C(=N\NS(=O)(=O)c1ccc(Br)cc1)c1cccs1	?	-2%	5%	-2%	-0.8	-12%	-24%	24µM*
C/C(=N\Nc1ccc(C(F)(F)F)cc1[N+](=O)[O-])C1CC1	11	0%	.	6%	0.1	7%	-6%	-4%
Cc1cc(C)c(NC(=O)c2cccc(NC(=O)c3ccco3)c2)c(C)c1	5	-28%	-5%	-19%	-0.1	-7%	15%	0%
COc1ccc(/C=N/NC(=O)CCn2c3ccccc3c3ccccc32)cc1OC	1	-23%	.	1%	0.7	-18%	9%	-16%
Nc1ccc(S(=O)(=O)Nc2cnc3c(Cl)cccc3n2)cc1	-5	-5%	.	1%	-0.2	9%	-8%	-6%
O=C(c1coc2ccc(O)c(CN3CCOCC3)c12)C1CC1	-10	11%	14%	3%	2.6	-8%	-4%	0%
COc1cccc(CNc2nc(SC)ncc2CO)c1	-17	11%	.	3%	-4.4	5%[11.6 µM]	4%	-12%
COc1ccc(-c2nnc(NC(=O)c3ccc([N+](=O)[O-])o3)o2)c(OC)c1	?	0%	32%	8%	1.5	-3%	-7%	-13%
Fc1cccc(Cl)c1/C=N/Nc1c(Cl)cncc1Cl	0	6%	15%	-7%	0.8	-5%	11%	4%
COc1ccc(C(=O)Oc2cc3c4c(c2)C(C)=CC(C)(C)N4C(=O)C3=O)cc1OC	-7	-1%	.	1%	0.7	-13%	-8%	-18%
C=CCN1CCN(C(c2cccc(OC)c2OC)c2nnnn2CCC(C)C)CC1 (centres undefined)	0	-27%	-11%	-3%	-2.4	5%	0%	-16%
CCOc1cc(C(=O)Nc2c(C)ccc3nsnc23)cc(OCC)c1OCC	-1	-15%	21%	-14%	-0.4	-2%	1%	-3%
O=C(Oc1ccccc1)N1CCCCC1	-6	-8%	-28%	9%	-1.4	3%	-7%	-15%
Cc1ccccc1S(=O)(=O)Cc1ccc(C(=O)NC2CCCCCC2)o1	0	0%	-4%	-1%	0.9	2%	-14%	-12%
CC(C#N)Sc1nnc(Nc2ccccc2)s1 (centres undefined)	-3	-10%	-8%	-3%	-2.0	-14%	-9%	-14%
OC(COC(c1ccccc1)c1ccccc1)CN1CCN(c2cccc(Cl)c2)CC1 (centres undefined)	22	17%	40%	-2%	-1.7	0%	-26%	2%
CN1/C(=C\C(=O)C[n+]2cccc(Br)c2)C(C)(C)c2ccccc21	-4	5%	15%	-5%	1.7	6%	7%	6%
O=C(Nc1nnc([C@@H]2C[C@H](O)[C@@H](CO)O2)s1)Nc1cccc(Cl)c1Cl	-5	-9%	-19%	3%	1.2	7%	-17%	-6%
CSC(=O)NC(=O)NC(=O)c1ccc([N+](=O)[O-])cc1	-1	-1%	-27%	4%	-0.4	1%	-10%	0%
Cc1cccc(N2CCN(S(=O)(=O)c3ccc(-c4coc(C)n4)cc3)CC2C)c1 (centres undefined)	10	6%	38%	6%	-0.3	-6%	3%	5%
CCOc1ccc(NC(=S)N(CCOC)C(C)c2ccco2)cc1 (centres undefined)	7	?	-1%	-10%	-0.3	8%	4%	-1%
COC(=O)[C@@]12C[C@@H](CC(=O)NCc3cccs3)C(=O)N(CCc3ccc(OC)c(OC)c3)C1=CCC(C)(C)C2	10	6%	38%	-2%	-0.7	-2%	-1%	1%
O=[N+]([O-])c1ccc(N=Nc2c(Cl)cc(O)cc2Cl)cc1	-5	-52%[inhibitor]	-9%	11%	-2.5	-14%	-16%	?
Cc1cc(NS(=O)(=O)c2ccc(NC(=O)COc3ccc(Cl)c(C)c3)cc2)no1	1	0%	17%	-6%	0.5	-13%	4%	-7%
CCOc1c(OC)cccc1C1CC(=O)Nc2cc(OC)c(OC)cc21 (centres undefined)	0	-5%	21%	-2%	-3.3	-4%	14%	3%
COc1cccc(/C=N/NC(=O)c2ccoc2C)c1O	-26	-7%	-7%	-11%	-3.2	4%	-5%	-4%
Cc1ccc(S(=O)(=O)CC(=O)c2ccc(C(C)(C)C)cc2)cc1	9	-4%	21%	0%	0.7	-12%	-10%	-12%
O=C(Nc1nccs1)C1C2/C=C\CCCCC21 (centres undefined)	1	29%	-12%	4%	1.5	-2%	1%	2%
CCOC(=O)c1ccc(NC(=O)c2ccc[n+]([O-])c2)cc1	-11	-15%	-11%	5%	-1.5	5%	5%	-14%
Cc1cc(C)c(NC(=O)CSc2nccn2C)c(C)c1	2	-11%	9%	8%	-0.9	-34%[57.1 µM]	2%	-6%
Cc1cc(Cl)ccc1OCC(=O)NC(=S)Nc1ccc(Cl)cn1	-2	0%	-33%	-4%	-1.9	5%	21%	0%
Cc1cc(CNC(=O)CC2C(=O)NCCN2Cc2ccccc2)nn1C (centres undefined)	0	0%	2%	12%	-3.3	-3%	3%	-8%

A run of entries from the list above:
SMILES	PI5P4K alpha inh	Abeta rescue	FUS suppressor	EPAC1 ag	IL2 activator	WRN inhibitor	EPAC1 antagonist	PLK1 PBD block
CC(C)N1CCC(N2CCN(Cc3cnc(-c4ccccc4)s3)CC2CCO)CC1 (centres undefined)	3	-23%	-2%	4%	-0.3	-1%	0%	-2%
c1ccc(-c2ccc(-c3csnn3)cc2)cc1	-6	-3%	-23%	8%	0.2	4%	-6%	-7%
